Screens: PubChem, National Center for Advancing Translational Sciences (NCATS)
Pol eta inh: inhibitors of human DNA polymerase eta | Q9Y253 | recombinant Pol eta, fluorescent DNA replication assay | Potency, µM (series often up to 114 µM), inactives show top-dose activity change, negative = inhibition, usual class: inhibitors | 1.2% of 390,000 active | AID 588591; note: potency is the fitted concentration of half-maximal effect; % is set by controls: 0 for no effect and ±100 for the full control effect
Target sequence (Q9Y253 whole entry, looked up): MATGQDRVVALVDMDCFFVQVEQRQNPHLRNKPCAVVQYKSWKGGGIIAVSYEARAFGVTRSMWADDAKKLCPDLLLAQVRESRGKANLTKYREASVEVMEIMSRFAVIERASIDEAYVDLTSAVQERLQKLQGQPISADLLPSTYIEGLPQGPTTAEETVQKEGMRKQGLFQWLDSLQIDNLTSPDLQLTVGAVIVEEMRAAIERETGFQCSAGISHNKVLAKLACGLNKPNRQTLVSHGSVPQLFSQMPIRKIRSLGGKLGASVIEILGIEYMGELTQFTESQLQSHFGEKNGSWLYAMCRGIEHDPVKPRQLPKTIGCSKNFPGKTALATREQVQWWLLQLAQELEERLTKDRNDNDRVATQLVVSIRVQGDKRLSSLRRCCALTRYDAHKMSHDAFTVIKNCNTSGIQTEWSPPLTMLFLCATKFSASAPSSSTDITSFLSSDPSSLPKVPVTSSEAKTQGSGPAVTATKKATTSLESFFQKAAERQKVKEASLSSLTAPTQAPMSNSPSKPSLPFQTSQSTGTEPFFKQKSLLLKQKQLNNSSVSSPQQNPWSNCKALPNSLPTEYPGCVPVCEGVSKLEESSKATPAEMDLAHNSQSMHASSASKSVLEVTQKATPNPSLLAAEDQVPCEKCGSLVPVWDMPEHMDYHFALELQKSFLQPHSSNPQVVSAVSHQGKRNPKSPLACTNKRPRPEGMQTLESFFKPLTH
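Pol eta at 10 nM preincubated with compounds 15 min at room temperature; reaction started with fluorescent substrate (50 nM final) and read kinetically at 0 and 10 min.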
RXFP1 antag: antagonists of human relaxin receptor RXFP1 | HEK293-RXFP1, relaxin-stimulated cAMP HTRF, 30 min; active compounds read low | Q9HBX9 | activity change, negative = inhibition, % at 57.5 µM | AID 1259400 | 0.59% of 350,000 active;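 active = activity change of -60% or lower, but not beyond a set lower limit; inconclusive = change between -60% and -40%, or beyond the set limit; inactive = change above -40%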; note: % is set by controls: 0 for no effect and ±100 for the full control effect
POLB inh: inhibitors of human DNA polymerase beta; AID 485314; Potency, µM (series often up to 114 µM), for the others: top-dose activity change, negative = inhibition, most hits filed as inhibitors; Pol beta primer extension/strand displacement, fluorescence kinetic; P06746; 1.3% of 340,000 active; note: potency is the fitted concentration of half-maximal effect; % is set by controls: 0 for no effect and ±100 for the full control effect
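Reaction started by 50 nM substrate onto compound-treated Pol beta (10 nM, 15 min preincubation, room temperature); plates read at 0 min and 10 min. Normalized concentration-effect data fitted by four-parameter Hill equation.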
Anesthetic bind: binds horse apoferritin like a general anesthetic | P02791 | apoferritin/1-aminoanthracene competitive binding, fluorescence | Potency, µM (titrated, usually from 77.5 µM), without a hit: top-dose activity change, negative = displacement, hits mostly inhibitors | 0.074% of 350,000 active; note: potency is the fitted concentration of half-maximal effect; % is set by controls: 0 for no effect and ±100 for the full control effect; nearly all actives have a fitted effect of over 20% in size
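Apoferritin-based anesthetic binding model; compound displacement of fluorescent 1-AMA measured as endpoint fluorescence after 10 minutes at room temperature, scaled to free-ligand and complex controls.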
Pol kappa inh: DNA polymerase kappa (human) inhibition | Potency, µM (top dose mostly 107 µM), for inactives: at the top dose activity, negative = inhibition, actives largely listed as inhibitors | 0.53% of 400,000 active | purified Pol kappa, fluorescent DNA synthesis assay, 10 min | Q9UBT6; note: potency is the fitted concentration of half-maximal effect; % is set by controls: 0 for no effect and ±100 for the full control effect
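Inhibition of 10 nM Pol kappa is measured by a fluorescent read-out at 0 and 10 min following addition of 50 nM substrate (final), with a 15-min room-temperature compound preincubation.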
APE1 inh: APE1 (human) endonuclease inhibition; recombinant APE1, TAMRA/BHQ-2 abasic DNA cleavage fluorescence; Potency, µM (series often up to 65.8 µM), for inactives: at the highest dose activity change, negative = inhibition, actives largely listed as inhibitors; 0.35% of 350,000 active;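 note: potency is the fitted concentration of half-maximal effect; plate controls were vehicle for no effect and reference inhibitor for full effect; nearly all actives have a fitted effect of over 55% in size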
Target sequence (P27695 whole entry, looked up): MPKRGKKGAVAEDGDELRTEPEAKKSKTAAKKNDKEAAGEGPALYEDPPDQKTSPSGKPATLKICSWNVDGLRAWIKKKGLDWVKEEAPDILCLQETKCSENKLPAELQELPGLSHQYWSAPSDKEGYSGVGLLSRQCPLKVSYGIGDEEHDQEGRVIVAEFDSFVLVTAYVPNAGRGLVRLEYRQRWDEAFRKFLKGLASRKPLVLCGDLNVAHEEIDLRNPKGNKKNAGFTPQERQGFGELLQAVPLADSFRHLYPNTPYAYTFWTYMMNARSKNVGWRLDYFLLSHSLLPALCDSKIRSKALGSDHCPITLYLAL
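Activity was derived from the fluorescence gain between first and third kinetic reads (60 s intervals, ex 525/em 598 nm) after 50 nM THF-abasic TAMRA/BHQ-2 duplex was added to 0.75 nM APE1 preincubated 15 min with compound.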
Pol iota inh: blocks human DNA polymerase iota activity. Pol iota fluorescent replication assay, 10 min. Potency, µM (top dose mostly 115 µM), inactives show top-dose activity, negative = inhibition, hits mostly inhibitors. 1% of 390,000 active; note: potency is the fitted concentration of half-maximal effect
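Pol iota at 10 nM preincubated 15 min with compounds at room temperature; reaction started with fluorescent substrate, 50 nM final. Fluorescence read kinetically at 0 and 10 min; buffer-only wells as negative control.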
BLM inh: Bloom syndrome helicase (human) inhibition. P54132. recombinant BLM DNA unwinding, fluorescence dequenching. Potency, µM (titrated, usually from 56.1 µM), for the others: at the highest dose activity change, negative = inhibition, actives largely listed as inhibitors. 0.2% of 350,000 active. AID 2528;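 note: potency is the fitted concentration of half-maximal effect; plate controls were vehicle for no effect and no enzyme for full effect; nearly all actives have a fitted effect of over 35% in size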
Tb PGK inh: blocks T. brucei phosphoglycerate kinase. P07378. PGK/GAPDH coupled, Kinase-Glo luminescence, 60 min. Potency, µM (highest dose often 57.5 µM), inactives show at the top dose activity change, negative = inhibition, most hits filed as inhibitors. 0.043% of 380,000 active; note: potency is the fitted concentration of half-maximal effect; % is set by controls: 0 for no effect and ±100 for the full control effect; nearly all actives have a fitted effect of over 60% in size
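Recombinant glycosomal PGK reaction used 1,3-bisphosphoglycerate generated in-well by GAPDH (100nM final) in 100mM TEA pH 7.6, 5mM MgCl2, 0.01% Tween-20. After 60 minutes at room temperature, ATP was read by Kinase-Glo Plus luminescence end-point.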
Numbers without * were called inactive; & = joins results of further samples; [ ] = remark or other dose. Unless noted, calls come from the whole dose curve; as a rule, active = well fitted curve in the direction sought with a large enough effect; inconclusive = small, poorly fitted or top-dose-only effect, or another doubt; inactive = no such curve, though single readings can be large; an effect the other way counts as inactive or inconclusive.

Screening CC1C(=O)Nc2ccc(S(=O)(=O)NCc3ccc(N(C)C)cc3)cc2NC1=O (stereo not drawn) returned Pol eta inh inconclusive, RXFP1 antag 16.3, POLB inh -6.6%, Anesthetic bind inconclusive, Pol kappa inh 1.9%, Pol iota inh 8.8%, BLM inh -3.6% and Tb PGK inh -7.4%.
Screening CN1C[C@@H]2[C@@H]3C(=O)N(C)C(=O)[C@@H]3[C@](C)(C1=O)N2C(=O)c1ccc(C(C)(C)C)cc1 returned Pol eta inh -1.3%, Pol kappa inh 5.1%, Pol iota inh 14.4% and Tb PGK inh -7.7%.
`C=CC[C@@H](CC(=O)N[C@H](CO)Cc1ccccc1)C(=O)NC[C@@H](OC(=O)[C@@H](CC=C)Cc1ccc(F)cc1)c1ccccc1` gave Pol eta inh -11.2%, Pol kappa inh -7.1%, APE1 inh -0.8%, Pol iota inh 7.4% and Tb PGK inh 4.2%.
Cc1noc(C)c1S(=O)(=O)Nc1ccc(C(=O)N2CCN(c3ccc(F)cc3)CC2)cc1 was read as Pol eta inh -7.8%, RXFP1 antag 5.5, POLB inh 3.2%, Anesthetic bind -5.5%, Pol kappa inh -5.1%, APE1 inh inconclusive, Pol iota inh 79.4µM*, BLM inh -1.5% and Tb PGK inh -5.6%.
Screening Cc1ccc(S(=O)(=O)NCCOc2nc(N3CCOCC3)nc(N3CCOCC3)n2)cc1 returned Pol eta inh -7.2%, RXFP1 antag -31.1, POLB inh 0.2%, Anesthetic bind -10.9%, Pol kappa inh 5.8%, APE1 inh -1.5%, Pol iota inh -26.4%[58.9 µM], BLM inh 0.2% and Tb PGK inh inactive.
`CSc1nc(-c2ccc(C)cc2)[nH]c1S(=O)(=O)c1ccccc1` gave Pol eta inh -11.9%, RXFP1 antag 2.9, POLB inh 5.7%, Anesthetic bind -13.2%, Pol kappa inh -10.6%, APE1 inh -6.1%, Pol iota inh -9.5%, BLM inh -3.7% and Tb PGK inh -9.0%.
`COc1cccc(NC(=O)CCC2CCN(C(=O)c3c(C)noc3C)CC2)c1` gave Pol eta inh 2.2%, RXFP1 antag 18.0, POLB inh 7.4%, Anesthetic bind 11.8%, Pol kappa inh -11.4%, APE1 inh -13.6%, Pol iota inh -13.0%, BLM inh -3.6% and Tb PGK inh 5.7%.
CCCC(C(=O)NC1CCCC1)N(Cc1ccc2c(c1)OCO2)C(=O)c1snc(C(N)=O)c1N (stereo not drawn) was read as Pol eta inh -11.1%, RXFP1 antag -1.7, POLB inh 10.6%, Anesthetic bind -13.1%, Pol kappa inh -7.8%, APE1 inh -1.5%, Pol iota inh 1.5%, BLM inh -9.2% and Tb PGK inh 2.0%.
For CCCCn1c(N)c(N(Cc2ccccc2OC)C(=O)CN2C(=O)NC(C)(c3ccccc3)C2=O)c(=O)[nH]c1=O (stereo not drawn) the results were Pol eta inh -10.5%, RXFP1 antag 12.8, Pol kappa inh -7.4%, APE1 inh 25.3%, Pol iota inh 22.3% and Tb PGK inh -3.9%.
For COC(=O)CNC(=O)c1ccc(=O)oc1 the results were Pol eta inh -8.1%, RXFP1 antag -7.7, POLB inh -14.5%, Anesthetic bind -7.9%, Pol kappa inh -5.2%, APE1 inh -0.1%, Pol iota inh 13.9%, BLM inh -0.5% and Tb PGK inh -6.4%.
`O=C(OCc1csc(-c2ccccc2)n1)c1ccc(O)cc1` gave Pol eta inh -23.7%, RXFP1 antag 3.9, POLB inh -13.2%, Anesthetic bind inconclusive, Pol kappa inh -19.0%, APE1 inh -2.2%, Pol iota inh 108.0%[activator], BLM inh -10.1% and Tb PGK inh 0.3%.
NC1=NC(=O)/C(=C/c2cn(Cc3ccccc3)c3ccccc23)S1 was read as Pol eta inh -5.1%, RXFP1 antag 13.3, POLB inh inconclusive, Anesthetic bind inconclusive, Pol kappa inh -21.2%, APE1 inh -2.3%, Pol iota inh -31.3%, BLM inh -9.8% and Tb PGK inh -5.8%.
For CCCC(=O)Nc1ccc(OCC(O)CNC(C)C)c(C(C)=O)c1 (stereo not drawn) the results were Pol eta inh -0.7%, RXFP1 antag 14.4, POLB inh 5.5%, Anesthetic bind -4.8%&-10.1%, Pol kappa inh -10.5%, APE1 inh 23.5%, Pol iota inh -1.4%, BLM inh -4.2%&-6.3% and Tb PGK inh -7.6%.
`Cc1noc(C)c1C(=O)N1CCC(C(=O)c2ccc(F)cc2F)CC1` gave Pol eta inh -18.1%, RXFP1 antag -3.1, POLB inh 36.8%, Anesthetic bind 4.2%, Pol kappa inh -1.9%, APE1 inh 9.7%, Pol iota inh -4.3%[58.9 µM], BLM inh -2.2% and Tb PGK inh -10.0%.
`CC(=O)Nc1ccc(N2CC(C)(C)C2=O)cc1` gave Pol eta inh -3.3%, RXFP1 antag 14.8, POLB inh inconclusive, Anesthetic bind -4.4%, Pol kappa inh -6.9%, APE1 inh -1.7%, Pol iota inh 2.9%, BLM inh -1.3% and Tb PGK inh -5.5%.
Cc1ccccc1-n1c(SCC(=O)N2CCC(C(=O)O)CC2)nnc1-c1ccncc1 was read as Pol eta inh -19.1%, RXFP1 antag -1.2, POLB inh -28.7%, Anesthetic bind -1.1%, Pol kappa inh 1.0%, APE1 inh 0.6%, Pol iota inh 108.5%[activator], BLM inh -6.7% and Tb PGK inh inactive.
For Nc1ccccc1C(=O)NCCCN1CCN(c2cccc(Cl)c2)CC1 the results were Pol eta inh -7.2%, RXFP1 antag -21.6, Pol kappa inh -12.1%, Pol iota inh 32.1%[activator] and Tb PGK inh inactive.
For COc1ccc(NC(=O)Cn2c(=O)oc3cc(S(=O)(=O)NCc4ccccc4)ccc32)c(OC)c1 the results were Pol eta inh -5.2%, RXFP1 antag -22.8, POLB inh 2.9%, Anesthetic bind 1.1%, Pol kappa inh -8.6%[60.1 µM], Pol iota inh 17.2%, BLM inh 2.2% and Tb PGK inh 0.6%.
Screening COc1ccccc1CCNS(=O)(=O)CCNC(=O)c1ccc2c(c1)OCO2 returned Pol eta inh -10.6%, RXFP1 antag -11.8, Pol kappa inh 0.7%, APE1 inh 43.8%, Pol iota inh 15.1% and Tb PGK inh -2.0%.
Screening CCOC(=O)C1=C(CC)Nc2ccccc2N/C1=N\S(=O)(=O)c1ccc(C(=O)OCC)cc1 returned Pol eta inh -9.0%, RXFP1 antag -8.8, POLB inh 17.7%, Anesthetic bind -15.4%, Pol kappa inh -8.9%, APE1 inh 2.2%, Pol iota inh -17.8%, BLM inh -1.1% and Tb PGK inh 4.5%.
Screening Cc1cc(-n2c(C)cc(C(=O)COc3cccnc3[N+](=O)[O-])c2C)no1 returned Pol eta inh -7.6%, RXFP1 antag -2.5, Pol kappa inh -18.5%, APE1 inh -11.6%, Pol iota inh 1.2% and Tb PGK inh 3.8%.
Screening COCCCNC(=O)C1CCN(S(=O)(=O)N(CC(C)C)CC(C)C)CC1 returned Pol eta inh 3.4%, RXFP1 antag -2.4, POLB inh 22.1%, Anesthetic bind -5.7%, Pol kappa inh -7.7%, APE1 inh -0.5%, Pol iota inh 6.9%, BLM inh -2.0% and Tb PGK inh inactive.
For O=C1CN(C(=O)CSc2nc3ccccc3c(=O)n2Cc2ccc(F)cc2)c2ccccc2N1 the results were Pol eta inh -5.7%, RXFP1 antag -0.3, POLB inh 26.3%, Anesthetic bind -5.3%, Pol kappa inh -3.1%, APE1 inh -8.9%, Pol iota inh inconclusive, BLM inh -9.2% and Tb PGK inh -7.4%.
COc1ccc(NC(=O)CSc2nnc(-c3ccccn3)n2N)c(OC)c1 was read as Pol eta inh -3.0%, RXFP1 antag -2.2, POLB inh 1.9%, Anesthetic bind -8.7%, Pol kappa inh -4.5%, APE1 inh -4.9%, Pol iota inh -2.7%, BLM inh 0.6% and Tb PGK inh -5.0%.
Screening CCCc1cc(=O)oc2c3c(ccc12)OCN(Cc1ccc(OC)cc1)C3 returned Pol eta inh -9.2%, RXFP1 antag 3.4, POLB inh -8.6%, Pol kappa inh -7.8%[60.1 µM], Pol iota inh 7.0%, BLM inh -4.6% and Tb PGK inh 0.5%.
For CCOC(=O)c1c(NC(=O)COC(=O)CNC(=O)c2ccco2)sc(C)c1C the results were Pol eta inh -11.4%, RXFP1 antag -20.6, POLB inh 5.4%, Anesthetic bind -18.6%, Pol kappa inh -9.5%, APE1 inh -2.9%, Pol iota inh 139.4%[activator], BLM inh -5.9% and Tb PGK inh 4.5%.
For Fc1ccc(CNCCC(Cc2ccccc2)c2ccco2)cc1 (stereo not drawn) the results were Pol eta inh -7.1%, RXFP1 antag -24.6, POLB inh inconclusive, Anesthetic bind -9.3%, Pol kappa inh -4.9%, APE1 inh 1.2%, Pol iota inh 5.4%, BLM inh 0.7% and Tb PGK inh -7.6%.
For CC1(C)Cc2[nH]c(=O)c(C#N)cc2CS1 the results were Pol eta inh -11.2%, RXFP1 antag -5.5, POLB inh 27.3%, Anesthetic bind -14.0%, Pol kappa inh -8.1%, APE1 inh 1.7%, Pol iota inh 17.0%, BLM inh -1.0% and Tb PGK inh -6.6%.
Screening CCn1c(SCC(=O)N(C)Cc2ccc(OC)c(F)c2)nc2cc(S(N)(=O)=O)ccc21 returned Pol eta inh 7.2%, RXFP1 antag -7.4, POLB inh -21.7%, Anesthetic bind 2.0%, Pol kappa inh -11.1%, APE1 inh 63.3%[activator], Pol iota inh 100.5%[activator], BLM inh 0.5% and Tb PGK inh 0.7%.

Not a retest: an excerpt of the list.
Screening Cc1cc(-n2c(C)cc(C(=O)COc3cccnc3[N+](=O)[O-])c2C)no1 returned Pol eta inh -7.6%, RXFP1 antag -2.5, Pol kappa inh -18.5%, APE1 inh -11.6%, Pol iota inh 1.2% and Tb PGK inh 3.8%.
Screening COCCCNC(=O)C1CCN(S(=O)(=O)N(CC(C)C)CC(C)C)CC1 returned Pol eta inh 3.4%, RXFP1 antag -2.4, POLB inh 22.1%, Anesthetic bind -5.7%, Pol kappa inh -7.7%, APE1 inh -0.5%, Pol iota inh 6.9%, BLM inh -2.0% and Tb PGK inh inactive.

This is a subset; the hit share may differ from the screen's.
